# TNAP inh hiacc: blocks human TNAP under high phosphate acceptor concentration. purified TNAP, CDP-star luminescence, 1 M DEA. P05186. 200,000 compounds, 0.03% hits. AID 1135. inhibition, % at 20 µM;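 active = over 50% inhibition of tissue-nonspecific alkaline phosphatase at 20 µM in the single-dose screen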;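 also: plate controls were DMSO wells for no effect and EDTA-quenched wells as full inhibition for full effect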
# Target sequence (P05186 whole entry, looked up): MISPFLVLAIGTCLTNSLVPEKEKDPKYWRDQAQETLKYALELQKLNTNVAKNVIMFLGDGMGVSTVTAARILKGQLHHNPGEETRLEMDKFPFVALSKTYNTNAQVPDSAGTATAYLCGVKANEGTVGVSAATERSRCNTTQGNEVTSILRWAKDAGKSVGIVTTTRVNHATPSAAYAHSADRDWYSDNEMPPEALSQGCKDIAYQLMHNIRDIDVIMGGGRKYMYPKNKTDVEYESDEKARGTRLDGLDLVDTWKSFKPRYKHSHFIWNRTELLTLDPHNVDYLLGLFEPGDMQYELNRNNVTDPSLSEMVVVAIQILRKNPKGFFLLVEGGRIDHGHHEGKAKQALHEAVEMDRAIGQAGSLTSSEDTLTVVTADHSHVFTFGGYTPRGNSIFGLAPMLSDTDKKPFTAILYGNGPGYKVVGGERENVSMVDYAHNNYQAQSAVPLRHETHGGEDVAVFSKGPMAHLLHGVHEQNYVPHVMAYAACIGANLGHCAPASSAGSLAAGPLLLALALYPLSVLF
# PMI act: increases human mannose-6-phosphate isomerase activity. 190,000 compounds, 0.005% hits. P34949. activation factor at 20 µM. purified human PMI, coupled resazurin fluorescence, 20 min; hits give high values; 1 = vehicle control, 0 substrate-free wells;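 active = activation factor of 2 or more at 20 µM, relative to plate controls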
# Target sequence (P34949 whole entry, looked up): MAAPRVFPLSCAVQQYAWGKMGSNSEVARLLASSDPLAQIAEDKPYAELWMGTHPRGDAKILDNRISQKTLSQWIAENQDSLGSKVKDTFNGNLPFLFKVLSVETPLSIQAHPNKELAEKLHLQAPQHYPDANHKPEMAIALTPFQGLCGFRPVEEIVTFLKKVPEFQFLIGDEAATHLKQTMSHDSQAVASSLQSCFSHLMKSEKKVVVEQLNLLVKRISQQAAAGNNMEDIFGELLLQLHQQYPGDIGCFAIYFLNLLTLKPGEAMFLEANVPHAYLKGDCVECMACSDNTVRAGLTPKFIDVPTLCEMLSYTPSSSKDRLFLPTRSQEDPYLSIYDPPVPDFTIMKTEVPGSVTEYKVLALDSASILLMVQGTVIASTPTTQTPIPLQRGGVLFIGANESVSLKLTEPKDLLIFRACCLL
# TNAP act hi DEA: TNAP (human) activation, high acceptor. activation factor at 20 µM. P05186. purified TNAP, CDP-star luminescence, 1 M DEA, 30 min; hits give high values; 0 = EDTA background, 1 = DMSO-only activity. AID 1136. 200,000 tested, under 10 active;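 active = activation factor at least 2 at 20 µM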
#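 Test system – human TNAP · Doses – 20 µM single point · Incubation – 30 min, room temperature · Signal – luminescent substrate turnover signal · Read-out basis – activation factor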
# bIAP inh: intestinal alkaline phosphatase (bovine) inhibition; purified bovine IAP, CDP-star luminescence, 30 min; 190,000 tested, under 10 active; AID 1019; inhibition, % at 20 µM;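 active = over 50% inhibition of intestinal alkaline phosphatase at 20 µM in the single-dose screen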
#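 test system = bovine IAP enzyme | medium = DEA buffer 100 mM, pH 9.8, with MgCl2 1.0 mM, ZnCl2 0.02 mM | detection = luminescence | dosing = single compound dose of 20 µM, 2% DMSO final | incubation = 30 min reaction at room temperature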
# TNAP inh noacc: inhibitors of human TNAP without phosphate acceptor. purified TNAP, CDP-star luminescence, 30 min. inhibition, % at 20 µM. 200,000 compounds, 0.26% hits. P05186;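 active = tissue-nonspecific alkaline phosphatase inhibition above about 50% at 20 µM in the single-dose screen, limit read from the data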;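 also: 0% = DMSO negative control and 100% = EDTA positive control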
# Diaphorase inh: counter-screen for diaphorase-based assays: diaphorase inhibitors and chemical oxidizers. diaphorase resazurin-to-resorufin fluorescence, NADH, 16 min; bacterial (C. kluyveri) enzyme, not human. 190,000 compounds, 0.69% hits. inhibition, % at 20 µM;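 active = primary screen inhibition at 20 µM above a set limit, cut at about 50% in these data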;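 also: plate controls were DMSO with full reaction for no effect and wells lacking NADH for full effect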
#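 Assay system: diaphorase enzyme from Clostridium kluyveri. Quantity: enzyme working solution with 0.14 U/mL diaphorase. Schedule: reaction incubation of 16 min at room temperature. Technique: resorufin fluorescence, excitation 544 nm, emission 590 nm. Controls: No-NADH positive control and DMSO neutral control.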
# Lmaj promast: Leishmania major promastigote growth inhibition | AID 1063 | Leishmania major promastigotes, resazurin fluorescence viability | inhibition, % at 10 µM | 200,000 compounds, 9% hits; in the data active = inhibition above about 50%;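 also: promastigotes grown with compound for 44 hours at 28 °C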
# Diaphorase act: diaphorase activation or chemical reduction counter-screen; 190,000 compounds, 0.005% hits; activation factor at 20 µM; Diaphorase/resazurin coupled assay, resorufin fluorescence, 16 min; hits give high values; 1 = vehicle wells, 0 = NADH-free wells;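 active = diaphorase activity raised at least twofold by the compound at 20 µM; inactive = activation factor below 2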
#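 Material: purified diaphorase enzyme from Clostridium kluyveri; Also added: 0.114 mM NADH and 0.1 mM resazurin, final amounts; Doses: single compound dose of 20 µM, 1% DMSO final; Times: 16 min enzyme reaction, ambient temperature; Detection: resorufin fluorescence, excitation 544 nm, emission 590 nm; Measure: increased resorufin signal from activators or reducing compounds.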
# PMI act satM6P: activators of human phosphomannose isomerase at near-saturating mannose 6-phosphate | activation factor at 20 µM | coupled PMI enzyme assay, resazurin fluorescence, 20 min; hits give high values; 1 = untreated enzyme, 0 = substrate-free blank | 190,000 compounds, 0.34% hits;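 active = activation factor of 2 or more at 20 µM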
#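 Test system – human PMI in coupled enzyme assay · Timing – 20 min incubation at room temperature · Detection – Diaphorase-driven resazurin-to-resorufin fluorescence, excitation 544, emission 590 nm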
# bIAP activator: intestinal alkaline phosphatase (bovine) activation; 200,000 compounds, 0.17% hits; activation factor at 20 µM; purified bovine IAP, CDP-star luminescence, 30 min; hits give high values; fold of DMSO-control signal, blank-subtracted; AID 1016;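 active = activation factor of 2 or more at 20 µM, a signal rise over negative controls twice the positive control's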
# An asterisk follows results filed as active.
[1] Cc1c(NC(=O)c2cccs2)cccc1-c1nc2ccccc2s1
[2] COc1ccc(S(=O)(=O)N2CCN(C(=O)c3c(-c4ccccc4)noc3C)CC2)cc1
[3] COC(=O)[C@@H]1C[C@]2(OC(=O)c3ccccc3)C=CC(=O)C[C@@H]2N1C(=O)OCc1ccccc1
[4] O=[N+]([O-])c1ccc2c(c1)c(-c1ccccc1)nc1nncn12
[5] CN(C)C(=O)Cn1cnc2c(cnn2-c2ccccc2Cl)c1=O
[6] CCCC(C)NS(=O)(=O)c1ccccc1 (configuration not stated)
[7] O=C(O)c1ccc(CSCc2ccco2)cc1
[8] COc1ccc(-c2c(C#N)c(N)nc3sc(C(=O)c4ccccc4)c(N)c23)cc1
[9] COc1ccc(Cl)cc1NC(=O)CC(C)c1ccccc1 (configuration not stated)
[10] O=C(C=C1CCN(c2ncc(C(F)(F)F)cc2Cl)CC1)NNC(=O)Nc1ccc(Cl)cc1
Assay by compound	1	2	3	4	5	6	7	8	9	10
PMI act	0.9	1	1.1	1	1.2	0.9	0.9	0.7	1	1
bIAP activator	0.9	0.9	1	1.1	1	0.9	0.9	1	0.8	1
TNAP inh noacc	-12	-13	-5	-9	0	-6	-12	-10	-8	-9
PMI act satM6P	1	1	1	0.9	1.1	0.9	1	0.7	1	0.9
Diaphorase inh	13	13	11	22	-3	18	7	27	10	11
TNAP inh hiacc	-3	-7	-6	-1	-4	-2	-2	1	0	-1
bIAP inh	8	10	0	-7	0	15	6	-1	20	5
TNAP act hi DEA	1	1.1	1.1	1	1	1	1	1	1	1
Lmaj promast	2	-3	100*	56*	-7	-3	-6	7	6	-4
Diaphorase act	0.9	0.9	0.9	0.8	1	0.8	0.9	0.7	0.9	0.9

[11] O=C(CCSCCC(=O)NCc1ccccc1)NCc1ccccc1
[12] CCOCCCNC(=O)C(c1ccc(Cl)cc1)N1CCN(c2ccccc2)CC1 (configuration not stated)
[13] Cc1cc(C)cc(NC(=S)Nc2ccccn2)c1
[14] CC(O)c1nc2ccccc2n1CC(=O)Nc1ccc(F)cc1Cl (configuration not stated)
[15] O=C(O/N=C/c1ccc2c(c1)OCO2)c1ccccc1Cl
[16] CCOC(=O)C1CCN(Cc2cc(C(C)(C)C)c(O)c(C(C)(C)C)c2)CC1
[17] CCCCN=c1scc(-c2ccc3c(c2)NC(=O)CO3)n1N=C1CCCC1
[18] COc1ccc(CCNc2nc(-c3cccnc3)cs2)cc1OC
[19] Cc1ccc(C)c2nc3sc(C(=O)O)cc3cc12
[20] COc1ccc(-c2nnn(CC(=O)N(CC(=O)NC3CCCC3)c3cccc(C)c3)n2)cc1OC
Assay by compound	11	12	13	14	15	16	17	18	19	20
PMI act	1	1	0.8	1.1	0.9	1	0.9	0.9	1.3	1
bIAP activator	1	1	1.2	1.1	1	1.3	1	1	1.1	1.1
TNAP inh noacc	-9	-5	-6	-5	-6	-2	-12	-1	-10	-14
PMI act satM6P	1	0.8	0.9	1	0.9	0.8	0.9	0.9	1.2	1
Diaphorase inh	10	16	23	0	8	3	21	10	13	9
TNAP inh hiacc	0	-6	-6	-3	-4	-6	-10	0	-2	-7
bIAP inh	4	2	-20	-10	0	-27	-1	2	-14	-8
TNAP act hi DEA	1	1.1	1.1	1	1	1.1	1.1	1	1	1.1
Lmaj promast	-5	8	7	3	-4	42	47	9	1	8
Diaphorase act	0.9	0.8	0.8	1	0.9	1	0.8	0.9	0.9	0.9

# 12 structures already listed, ordered by formula weight, largest number first:
[10] O=C(C=C1CCN(c2ncc(C(F)(F)F)cc2Cl)CC1)NNC(=O)Nc1ccc(Cl)cc1
[20] COc1ccc(-c2nnn(CC(=O)N(CC(=O)NC3CCCC3)c3cccc(C)c3)n2)cc1OC
[3] COC(=O)[C@@H]1C[C@]2(OC(=O)c3ccccc3)C=CC(=O)C[C@@H]2N1C(=O)OCc1ccccc1
[2] COc1ccc(S(=O)(=O)N2CCN(C(=O)c3c(-c4ccccc4)noc3C)CC2)cc1
[11] O=C(CCSCCC(=O)NCc1ccccc1)NCc1ccccc1
[1] Cc1c(NC(=O)c2cccs2)cccc1-c1nc2ccccc2s1
[14] CC(O)c1nc2ccccc2n1CC(=O)Nc1ccc(F)cc1Cl (configuration not stated)
[5] CN(C)C(=O)Cn1cnc2c(cnn2-c2ccccc2Cl)c1=O
[9] COc1ccc(Cl)cc1NC(=O)CC(C)c1ccccc1 (configuration not stated)
[4] O=[N+]([O-])c1ccc2c(c1)c(-c1ccccc1)nc1nncn12
[19] Cc1ccc(C)c2nc3sc(C(=O)O)cc3cc12
[6] CCCC(C)NS(=O)(=O)c1ccccc1 (configuration not stated)
Assay by compound	10	20	3	2	11	1	14	5	9	4	19	6
PMI act	1	1	1.1	1	1	0.9	1.1	1.2	1	1	1.3	0.9
bIAP activator	1	1.1	1	0.9	1	0.9	1.1	1	0.8	1.1	1.1	0.9
TNAP inh noacc	-9	-14	-5	-13	-9	-12	-5	0	-8	-9	-10	-6
PMI act satM6P	0.9	1	1	1	1	1	1	1.1	1	0.9	1.2	0.9
Diaphorase inh	11	9	11	13	10	13	0	-3	10	22	13	18
TNAP inh hiacc	-1	-7	-6	-7	0	-3	-3	-4	0	-1	-2	-2
bIAP inh	5	-8	0	10	4	8	-10	0	20	-7	-14	15
TNAP act hi DEA	1	1.1	1.1	1.1	1	1	1	1	1	1	1	1
Lmaj promast	-4	8	100*	-3	-5	2	3	-7	6	56*	1	-3
Diaphorase act	0.9	0.9	0.9	0.9	0.9	0.9	1	1	0.9	0.8	0.9	0.8

# (next part)
[21] COc1ccc2cc(C(=O)C3CCCN(Cc4cccc(C)n4)C3)ccc2c1 (configuration not stated)
[22] O=C1c2ccccc2C(=O)N1OCc1ccccc1[N+](=O)[O-]
[23] CCOc1ccc(N2C(=O)CC(NCCc3ccc(S(N)(=O)=O)cc3)C2=O)cc1 (configuration not stated)
[24] C=CCN(CC=C)C(=O)c1cc(Cl)ccc1[N+](=O)[O-]
[25] O=C(/C=C/c1ccc(Cl)cc1)N1CCN(c2c(Cl)cccc2[N+](=O)[O-])CC1
[26] COc1ccccc1CC(=O)Nc1cc(Cl)ccc1O
[27] Cc1ccc2[nH]c(=O)c(-c3noc(C(C)C)n3)cc2c1
[28] O=C(Nc1cccc(Cl)c1)Nc1ccc(Br)cc1F
[29] CCOc1ccccc1Oc1c(C)oc2cc(OC(=O)c3ccco3)ccc2c1=O
[30] Cc1nn(C(=O)c2cc3sccc3[nH]2)c(C)c1C
Assay by compound	21	22	23	24	25	26	27	28	29	30
PMI act	0.9	0.9	1	0.9	1	0.9	1	0.9	1	0.9
bIAP activator	1	1	0.8	1	0.9	1	1	1	1	0.9
TNAP inh noacc	-11	-13	-6	-12	-4	4	-11	-15	-6	-6
PMI act satM6P	1	0.9	1	0.9	1	0.9	0.9	0.9	1	0.9
Diaphorase inh	8	8	7	12	14	5	14	17	5	21
TNAP inh hiacc	-8	-4	-4	3	-2	-3	-7	-8	-1	-4
bIAP inh	2	0	21	3	6	-2	3	0	2	9
TNAP act hi DEA	1.1	1	1	1	1	1	1.1	1.1	1	1
Lmaj promast	86*	-4	17	51*	21	-2	18	68*	-2	-7
Diaphorase act	0.9	0.9	0.9	0.9	0.9	0.9	0.9	0.8	0.9	0.8

[31] COc1cccc(C(=O)C2CCCN(Cc3cn(CC(N)=O)c4ccccc34)C2)c1 (configuration not stated)
[32] Cc1ccccc1NN=Nc1nc2c([nH]1)c(=O)n(C)c(=O)n2C
[33] Cn1c(=O)oc2cc(S(=O)(=O)NCCC(=O)NC3CCCC3)ccc21
[34] COc1ccc(-c2[nH]c(-c3cccc(OC)c3)nc2SCC(=O)NC2CCCC2)cc1
[35] CCOC(=O)C1CCN(c2c(NC3CCCCCCC3)c(=O)c2=O)CC1
[36] Cc1cc(Cl)ccc1C(=O)C1CCCN(C(=O)c2cnsn2)C1 (configuration not stated)
[37] Cc1csc(NC(=O)c2ccoc2C)n1
Assay by compound	31	32	33	34	35	36	37
PMI act	1	1.4	1	0.8	0.9	1	1.1
bIAP activator	1.1	1	1	0.9	1.1	0.9	1
TNAP inh noacc	-4	-22	-6	-22	-17	-9	-12
PMI act satM6P	1	1.5	1	0.8	0.9	1.1	1.1
Diaphorase inh	-2	12	3	24	6	8	-5
TNAP inh hiacc	-1	1	2	-8	-1	-6	-4
bIAP inh	-11	0	-3	6	-6	12	-5
TNAP act hi DEA	1	1	1	1.1	1	1.1	1
Lmaj promast	13	-5	-9	58*	1	-5	7
Diaphorase act	1	0.9	1	0.8	0.9	0.9	1
